M1 antag – M1 muscarinic receptor (rat) antagonism. P08482. CHO-M1 cells, Fluo-4 calcium, ACh EC80 antagonist mode; stronger effect = lower value. B-score at 10 µM. actives 3.4% (n = 64,000). AID 628;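 active means calcium fluorescence response, raw or row-and-column corrected B-score, differing from the plate sample mean either way at a set confidence level, mostly lower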
TNAP act DEA – human TNAP activation, intermediate phosphate acceptor | P05186 | purified TNAP, CDP-star luminescence, 100 mM DEA, 30 min; stronger effect = higher value; scale: 0 levamisole-inhibited, 1 vehicle-only enzyme | activation factor at 20 µM | 64,000 tested, under 10 active;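 active means activation factor of at least 2 at 20 µM, relative to controls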
Target sequence (P05186 whole entry, looked up): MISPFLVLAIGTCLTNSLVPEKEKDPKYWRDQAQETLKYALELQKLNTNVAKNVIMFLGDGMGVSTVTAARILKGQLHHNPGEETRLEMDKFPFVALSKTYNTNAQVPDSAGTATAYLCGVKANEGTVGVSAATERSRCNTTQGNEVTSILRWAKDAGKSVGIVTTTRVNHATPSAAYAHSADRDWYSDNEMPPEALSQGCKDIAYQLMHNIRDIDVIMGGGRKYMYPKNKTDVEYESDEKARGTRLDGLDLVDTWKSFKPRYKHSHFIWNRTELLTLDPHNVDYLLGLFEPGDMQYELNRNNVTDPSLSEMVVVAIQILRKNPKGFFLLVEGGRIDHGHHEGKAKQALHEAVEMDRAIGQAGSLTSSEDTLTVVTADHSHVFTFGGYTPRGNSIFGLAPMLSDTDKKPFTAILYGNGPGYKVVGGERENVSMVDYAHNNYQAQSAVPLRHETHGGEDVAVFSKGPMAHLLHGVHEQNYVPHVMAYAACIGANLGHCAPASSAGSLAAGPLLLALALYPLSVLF
Ecoli tolC – E. coli tolC mutant growth inhibition; AID 573; growth inhibition, % at 10 µM (by protocol); E. coli BW25113 tolC mutant growth, OD615; actives 2.2% (n = 65,000);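 active means growth inhibition at or above a cutoff equal to the mean over every tested compound plus 3 SD, cut at about 60% in these data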;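 further: growth measured after 20 h incubation at 37 °C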
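Signal: optical density read at 615 nm; Assay system: E. coli ΔtolC::kan strain BW25113; Times: 20 h incubation with compound, 37 °C; Dosing: 10 µM final, single dose.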
RORA act – activates the human nuclear receptor RORA; actives 1.5% (n = 65,000); P35398; CHO-K1 Gal4-RORA LBD luciferase reporter, luminescence; percent increase over mock-subtracted basal signal; AID 560; activation, % at 10 µM;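 active means activation above the mean of all tested compounds plus 3 SD, cut at about 49% in these data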;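 further: 0% = DMSO-treated RORA cells and 100% = added signal equal to DMSO minus mock-transfected cells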
M1 agonist – M1 muscarinic receptor agonism; CHO-M1 cells, Fluo-4 calcium fluorescence, agonist mode; stronger effect = higher value; B-score at 10 µM; actives 3% (n = 64,000); AID 626;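 active means fluorescence rise, raw or as B-score row- and column-corrected plate score, outside the 99.7% band of its plate's samples, either direction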
Autofluor 339 – intrinsic fluorescence of library compounds, ex339/em460 – biochemical, MLSMR library, data from DPM-DC assay, artefact control, profiling panel; compound autofluorescence, ex339/em460 nm, NADH buffer; stronger effect = higher value; 1 = no-compound wells, NADH background; fluorescence fold increase at 10 µM; actives 5.5% (n = 65,000); AID 709;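 active means at 10 µM, mean starting fluorescence two-fold or more over control wells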;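 further: signal is the first read of a kinetic run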
Ec RNAP inh – inhibitors of Escherichia coli RNA polymerase | P0A8V2 | E. coli RNA polymerase, fluorescence transcription assay | inhibition, %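 (tested at 10 µM)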 | actives 0.2% (n = 62,000); in the data active means inhibition above about 20%;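 further: 0% = enzyme without compound and 100% = no enzyme blank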
NADH coupling – blocks coupling enzymes of NAD/NADH assays; actives 0.02% (n = 65,000); IC50, µM (titrated, usually from 10 µM), for inactives: at the top dose inhibition; AID 774; coupled PK/LDH NADH assays, four targets;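 active means single-dose screening hits from any of four coupled enzyme assays that gave an IC50 when retested across doses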;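 further: the DPM-DC format reads NADH fluorescence rather than 340 nm absorbance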
SF1 activator – activators of human nuclear receptor SF-1; Q13285; actives 1.9% (n = 65,000); AID 522; activation, % at 10 µM; CHO-K1 Gal4-SF-1 LBD luciferase reporter; % increase over DMSO SF-1-specific signal;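 active means activation above the mean activation of all tested compounds plus 3 SD, cut at about 50% in these data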
Target sequence (Q13285 whole entry, looked up, the tested form may be a part): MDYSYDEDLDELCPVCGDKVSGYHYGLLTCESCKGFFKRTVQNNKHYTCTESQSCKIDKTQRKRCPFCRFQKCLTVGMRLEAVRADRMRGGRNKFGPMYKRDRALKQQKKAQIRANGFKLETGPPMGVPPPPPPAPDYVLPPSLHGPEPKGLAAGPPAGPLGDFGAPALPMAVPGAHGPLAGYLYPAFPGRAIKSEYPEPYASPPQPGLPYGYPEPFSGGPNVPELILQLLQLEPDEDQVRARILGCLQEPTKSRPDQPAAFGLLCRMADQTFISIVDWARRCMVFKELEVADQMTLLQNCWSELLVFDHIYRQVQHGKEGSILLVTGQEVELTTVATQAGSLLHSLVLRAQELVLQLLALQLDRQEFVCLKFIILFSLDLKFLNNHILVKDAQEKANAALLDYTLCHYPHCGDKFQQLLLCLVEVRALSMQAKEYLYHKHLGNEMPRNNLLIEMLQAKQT
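Material: Gal4–SF-1 LBD one-hybrid luciferase reporter in CHO-K1 cells | Amount: 4,000 cells per well | Compound dosing: 10 µM single point, 1% DMSO | Schedule: 20 h compound treatment, 37 °C | Measured by: SteadyLite luciferase luminescence | Evaluation: Percent activation versus DMSO | Control set: DMSO-treated SF-1-transfected cells as negative, DMSO-treated mock-transfected cells lacking SF-1 as background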
Active calls of the source: *; nt = not tested or not shown; [ ] = remark or other dose.

SMILES	M1 antag	TNAP act DEA	Ecoli tolC	RORA act	M1 agonist	Autofluor 339	Ec RNAP inh	NADH coupling	SF1 activator
CCCCOC(=O)C1=C(C)Nc2ncnn2C1c1ccc(OC)c(OC)c1 (stereo not drawn)	-0.041	0.8	3	-11	0.65	1.1	2	6%	-12
CCOC(=O)c1[nH]c(C)c(C(=O)Nc2ccc(F)cc2)c1C	-0.77	1	2	-8	0.26	1.1	1	1%	-13
O=C(CSc1nnnn1-c1ccccc1)Nc1ccc(N2CCOCC2)c(Cl)c1	0.015	0.9	-4	-4	0.03	1.1	4	1%	13
COc1cccc(NC(=O)N2CCCC2C(=O)Nc2ccc3c(c2)OCO3)c1 (stereo not drawn)	0.35	0.9	-12	10	0.48	1	11	4%	10
c1ccc(Cc2nnc3sc(C4COc5ccccc5O4)nn23)cc1 (stereo not drawn)	-0.64	nt	4	-6	0.093	1.1	nt	9%	14
CC1(C)OC(=O)C(C(c2ccccc2)C(C#N)C(N)=O)=C(O)O1 (stereo not drawn)	0.47	0.9	-5	-7	-0.21	1.5	6	5%	-14
CCOC(=O)N1CCN(C(=O)Nc2ccc3nc(C)sc3c2)CC1	-0.017	1	-3	-7	0.25	1.2	7	1%	7
O=C(COc1ccccc1)N1CCN(C(=O)Cc2ccccc2)CC1	-0.29	1	-11	-2	0.09	1.1	0	3%	-8
CCCn1c(-c2ccccc2)nc2c(=O)n(C)c(=O)[nH]c21	0.2	1	7	-13	0.045	2.2*	-7	0%[fluoresces]	-12
CC1CCN(S(=O)(=O)c2ccc3[nH]c(=O)c(=O)[nH]c3c2)CC1	1.5	0.9	-20	-3	2.8	1.8	7	4%	4
CCOC(=O)CN1CC23C=CC(O2)C(C(=O)Nc2ccc(OCC)cc2)C3C1=O (stereo not drawn)	-0.091	0.9	-11	3	0.23	1	5	3%	21
CS(=O)(=O)N(CC(O)Cn1c2ccccc2c2ccccc21)c1ccccc1 (stereo not drawn)	-0.39	1	59	26	2.5	0.92	3	5%	5
COC(=O)c1sc(NC(=O)C2CCCO2)c(C(=O)OC)c1C (stereo not drawn)	-0.029	1	-15	-1	-0.71	1.1	nt	7%	-2
COc1cccc(C2C(C(=O)c3cccs3)=C(O)C(=O)N2CCCn2ccnc2)c1OC (stereo not drawn)	0.048	0.9	-14	-4	0.01	0.99	10	4%	-2
COc1cc2[nH]c(=O)n(CCCCCC(=O)N3CCN(c4ccccn4)CC3)c(=O)c2cc1OC	0.38	0.9	13	-12	7.2*	1.1	-4	2%	-10
O=C(NC1CCCC1)C(c1ccc(N2CCOCC2)cc1)N(Cc1ccccc1)C(=O)c1ccco1 (stereo not drawn)	0.033	1	-4	7	0.33	1.1	8	5%	9
COc1ccc2oc(=O)c(C(=O)N3CCN(c4ccccc4F)CC3)cc2c1	0.2	0.9	11	-11	-0.0014	1.4	-4	3%	8
CCN(CC)C(=O)CSc1nnc([C@@H](NC(=O)OC(C)(C)C)C(C)C)o1	0.18	1	-9	-4	0.51	1.1	0	5%	17
Cc1[nH]nc2c1C(c1ccc3c(c1)OCO3)C(C#N)=C(N)O2 (stereo not drawn)	nt	0.9	-13	22	nt	1	4	5%	-12
CCn1c(SCC(=O)N2CCN(S(=O)(=O)c3ccccc3)CC2)nnc1-c1cccs1	-1.4	1	3	-4	-1.4	1	9	6%	-4
Cn1c(OCc2cccnc2)nc2c1c(=O)n(Cc1ccc(Cl)cc1)c(=O)n2C	-1.5	1	-2	3	3.8	1.1	8	8%	16
C=CCOC(=O)Nc1c(C(=O)OC)[nH]c2ccc(Cl)cc12	-0.32	0.9	-10	-2	0.55	1.9	4	3%	-8
CC1(C)CN=C(NC2CCCCC2)S1	-4.8*	0.9	-4	-20	0.41	1.1	5	1%	4
COc1cccc(CNc2nc3ccccc3n2CCN2CCCCC2)c1	-4.3*	0.9	-8	4	-2.1	1.1	nt	3%	-15
CS(=O)(=O)N1CCc2cc(S(=O)(=O)Nc3ccc4c(c3)OCCO4)ccc21	-1.1	nt	-4	-35	1.8*	1.1	nt	6%	-18
O=C(NC1CCCCC1)N1CCN(C2CCCCC2)CC1	-0.07	0.9	-21	-12	0.84	1.1	11	2%	5
COc1cccc(-n2c(SCC(=O)OC(C)C)nnc2-c2cccnc2)c1	2.7*	0.8	-9	-5	0.76	1.1	9	3%	6
CCOC(=O)CSCc1c(C#N)c2ccccc2n1C	-0.5	0.8	9	4	1.2	1.1	7	8%	-30
Cc1nn(C)c(C)c1NS(=O)(=O)c1ccccc1	1.1	0.9	-9	-16	-1.7	1.2	6	1%	-4
CC(C)c1nc(N2CCN(C(=O)c3ccccc3)CC2)c(C#N)c2c1COC(C)(C)C2	-0.033	1	34	18	-0.0055	2.1*	6	1%[fluoresces]	53*
O=C(CN1C(=O)NC(Cc2ccccc2)C1=O)NC(=O)NC1CCCCC1 (stereo not drawn)	0.49	0.9	10	-2	1.7	1.1	-6	5%	-2
CC(C)n1nc(C(=O)OCC(=O)N(C)C2CCS(=O)(=O)C2)c2ccccc2c1=O (stereo not drawn)	1	0.9	-11	-26	10*	1.2	-1	2%	7
CC1CCN(S(=O)(=O)c2ccc(Br)s2)CC1	-1.4	0.8	36	0	0.16	1	7	4%	-23
CCS(=O)(=O)N1CCC(C(=O)NCc2cccnc2)CC1	0.81	0.9	-31	-18	-0.0095	1.1	6	5%	-20
CCOC(=O)CCc1nc2ccccc2[nH]c1=O	0.063	1	-4	-23	0	2.2*	-7	11%	5
COc1ccc(C2CC(c3ccc(Cl)cc3)n3nc(N)nc3N2)cc1 (stereo not drawn)	1.2	1	10	-3	-0.081	1.4	-3	10%	6
COc1cc(CC(=O)NCc2ccc3c(c2)OCO3)cc(OC)c1OC	1	0.9	-25	1	0.41	1.1	3	2%	8
O=C(CCC(=O)c1cccs1)OCC(=O)N1CCN(S(=O)(=O)c2ccccc2)CC1	-0.9	0.9	-9	-16	-0.75	1.1	2	0%	9
Cc1oc(CC(C)C)cc1C(=O)Nc1ccc(C(=O)O)cc1	0.086	1	5	25	0.61	1.1	5	0%	-7
Cc1ccc2[nH]c(=O)c(CN(CCCN3CCOCC3)C(=O)Nc3cccc(Cl)c3)cc2c1	0.0086	0.9	-4	-12	1.1	1.2	8	2%	3
O=C1CC(c2ccccc2)c2cc(O)ccc2O1 (stereo not drawn)	0.94	0.9	5	-7	-0.69	1.1	5	5%	-11
COc1cccc(NC(=O)CCN2CCN(C)CC2)c1	nt	1	-7	-17	nt	1.1	7	6%	16
COc1n[nH]c2nncnc12	0.16	0.8	-18	12	0.14	1.1	3	5%	-3
COc1ccc2nc(C)cc(C(=O)O)c2c1	1.1	0.8	-18	21	-0.53	3.8*	-4	4%[fluoresces]	-8
COC(=O)C1=C(C)NC(=O)CC1c1cc(Br)ccc1F (stereo not drawn)	-0.37	0.9	-4	10	0	1.1	9	4%	14
COc1ccc(OC)c(-n2c(N)c(C(=O)NCC3CCCO3)c3nc4ccccc4nc32)c1 (stereo not drawn)	0.42	1.1	-1	-14	-0.06	2.1*	-1	0%[fluoresces]	17
CCOC(=O)N1CCN(C(=O)C2COc3ccccc3O2)CC1 (stereo not drawn)	0.3	0.9	-11	-7	0.93	1.1	6	7%	-6
Cc1nn(Cc2ccccc2)c2sc(C(=O)NCc3cccnc3)cc12	-0.29	0.9	7	-10	-1.6	1	6	5%	14
COCCNC(=O)C(c1ccc(C)o1)N(Cc1cccs1)C(=O)c1snc(C(N)=O)c1N (stereo not drawn)	-0.63	0.9	4	-3	2.7*	1.7	-18	4%	3
CCOc1ccc(-c2nnc(N)s2)cc1	0.0081	1	-5	29	-0.021	1.1	6	3%	25
CCn1c2ccccc2c2nnc(SCC(=O)Nc3ccc4c(c3)OCO4)nc21	-0.64	0.9	13	-15	-0.042	1.1	2	4%	-10
O=S(=O)(c1ccccc1Cl)N1CCCC(c2nc(-c3cccnc3)no2)C1 (stereo not drawn)	0.49	0.9	21	1	-0.22	1.1	5	4%	2

A portion from further up, for reference:
SMILES	M1 antag	TNAP act DEA	Ecoli tolC	RORA act	M1 agonist	Autofluor 339	Ec RNAP inh	NADH coupling	SF1 activator
COc1ccc(C2CC(c3ccc(Cl)cc3)n3nc(N)nc3N2)cc1 (stereo not drawn)	1.2	1	10	-3	-0.081	1.4	-3	10%	6
COc1cc(CC(=O)NCc2ccc3c(c2)OCO3)cc(OC)c1OC	1	0.9	-25	1	0.41	1.1	3	2%	8
O=C(CCC(=O)c1cccs1)OCC(=O)N1CCN(S(=O)(=O)c2ccccc2)CC1	-0.9	0.9	-9	-16	-0.75	1.1	2	0%	9
Cc1oc(CC(C)C)cc1C(=O)Nc1ccc(C(=O)O)cc1	0.086	1	5	25	0.61	1.1	5	0%	-7
Cc1ccc2[nH]c(=O)c(CN(CCCN3CCOCC3)C(=O)Nc3cccc(Cl)c3)cc2c1	0.0086	0.9	-4	-12	1.1	1.2	8	2%	3
O=C1CC(c2ccccc2)c2cc(O)ccc2O1 (stereo not drawn)	0.94	0.9	5	-7	-0.69	1.1	5	5%	-11
COc1cccc(NC(=O)CCN2CCN(C)CC2)c1	nt	1	-7	-17	nt	1.1	7	6%	16
COc1n[nH]c2nncnc12	0.16	0.8	-18	12	0.14	1.1	3	5%	-3
COc1ccc2nc(C)cc(C(=O)O)c2c1	1.1	0.8	-18	21	-0.53	3.8*	-4	4%[fluoresces]	-8
COC(=O)C1=C(C)NC(=O)CC1c1cc(Br)ccc1F (stereo not drawn)	-0.37	0.9	-4	10	0	1.1	9	4%	14
COc1ccc(OC)c(-n2c(N)c(C(=O)NCC3CCCO3)c3nc4ccccc4nc32)c1 (stereo not drawn)	0.42	1.1	-1	-14	-0.06	2.1*	-1	0%[fluoresces]	17
CCOC(=O)N1CCN(C(=O)C2COc3ccccc3O2)CC1 (stereo not drawn)	0.3	0.9	-11	-7	0.93	1.1	6	7%	-6
Cc1nn(Cc2ccccc2)c2sc(C(=O)NCc3cccnc3)cc12	-0.29	0.9	7	-10	-1.6	1	6	5%	14
COCCNC(=O)C(c1ccc(C)o1)N(Cc1cccs1)C(=O)c1snc(C(N)=O)c1N (stereo not drawn)	-0.63	0.9	4	-3	2.7*	1.7	-18	4%	3
CCOc1ccc(-c2nnc(N)s2)cc1	0.0081	1	-5	29	-0.021	1.1	6	3%	25

Screening results from PubChem.
